# GAA glycogen: inhibitors or activators of human alpha-glucosidase glycogen cleavage. actives 0.38% (n = 300,000). P10253. AID 2100. recombinant GAA, glycogen substrate, Amplex Red glucose oxidase fluorescence. Potency, µM (top dose mostly 76.4 µM), for the others: at the top dose activity change, negative = inhibition, actives largely listed as inhibitors; active = well fitted inhibition curve with a large enough effect;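 note: 0% = full enzyme reaction and -100% = no-enzyme basal signal; the screen sought inhibitors and activators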
#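 Recombinant enzyme (4 nM final) with compounds titrated up to 77 uM and bovine liver glycogen (30 ug) in citrate pH 5.0, 0.01% Tween-20, 37 C 40 min. Released glucose detected by Amplex Red/glucose oxidase (Ex 573/Em 610); AC50 from Hill fits.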
# * hit, by the source's call; [ ] = dose if it differs, or a comment. Potency is the fitted concentration of half-maximal effect. An excerpt; rates above refer to the full screens.
Compound,GAA glycogen
COc1cccc(C(=O)NNC(=O)C(=O)Nc2ccc(C)c(Cl)c2)c1,-3%
CCC1CCc2c(sc(NC(=O)C3c4ccccc4Oc4ccccc43)c2C(=O)OC)C1 (stereo not drawn),5%[76.3 µM]
CCCN1C(=O)c2ccccc2NC1c1ccc(Br)cc1 (stereo not drawn),-6%
COc1ccccc1CNC(=O)CNC(=O)N1CC(=O)Nc2ccccc21,-1%[76.3 µM]
CC(=O)N1c2ccc(S(=O)(=O)NCCC(=O)NC3CCC(C)CC3)cc2CC1C (stereo not drawn),-1%[76.3 µM]
Cc1ccccc1NC(=O)CSC1=Nc2ccccc2C2=NC(CCC(=O)NCc3ccccc3)C(=O)N12 (stereo not drawn),-14%[76.3 µM]
Cc1ccc(NC(=O)C2CCCN2S(=O)(=O)c2cccc3cccnc23)cc1 (stereo not drawn),5%[76.3 µM]
CCCCOc1cccc(C2/C(=C(/O)c3ccc4c(c3)CC(C)O4)C(=O)C(=O)N2CCN2CCOCC2)c1 (stereo not drawn),6%[76.3 µM]
COCCCNc1nc2c(-c3cccc(C)c3)nnn2c2ccc(Cl)cc12,-8%
COc1ccc(C(=O)CSc2nc(C)cc(C)c2C(=O)Nc2ccccc2C)cc1,-3%[76.3 µM]
CSCC[C@H](NS(=O)(=O)c1ccc(C)cc1)C(=O)N1CCC(C(=O)N[C@H](C(=O)O)c2ccccc2)CC1,-17%[76.3 µM]
CCOc1ccccc1/C=N/NC(=O)c1c(C)nc2ccc(Br)cn12,-12%
O=C(O)c1ccc2c(c1)OCCOCCOCCOCCOCCO2,-2%
CCOC(=O)N1CCC(NC(=O)CS(=O)(=O)Cc2nc(-c3cccc(Cl)c3)oc2C)CC1,0%[76.3 µM]
CCOCCCN(C)C1CCN(C(=O)c2oc3ccccc3c2NC(=O)Cc2ccc([N+](=O)[O-])cc2)CC1,-16%[76.3 µM]
CCOC(=O)c1cnc2c(C)c(Cl)ccc2c1NCCc1ccc(OC)c(OC)c1,-8%[76.3 µM]
CC(C)OC(=O)c1ccc2nc3ccccc3nc2c1,-1%
COc1ccc(NC(=O)C(NC(C)=O)C(=O)Nc2ccc(F)cc2)cc1 (stereo not drawn),1%
COc1cccc(/C=C2\SC(N3CCC(C)CC3)=NC2=O)c1OC,-3%
CCOc1ccc(NS(=O)(=O)c2ccc3c(c2)n(C)c(=O)n3C)cc1,-3%
CCOc1ccccc1CNc1ncnc2c1nc1n2CCCC1,10%[76.3 µM]
O=C(c1ccc(CS(=O)(=O)Cc2ccccc2)cc1)N1CCCCC1,-2%[76.3 µM]
COc1ccc(CCNS(=O)(=O)c2ccc(Cl)cc2)cc1OC,0%
O=C(Nc1c(F)cccc1F)C1CCN(C(=O)c2cccs2)CC1,-3%
Cc1ccc(-n2nc(CO)c(C(=O)NC(C)CCCc3ccccc3)n2)cc1C (stereo not drawn),-4%[76.3 µM]
Cc1cc2oc(C(=O)N(Cc3ccccc3)C3CCS(=O)(=O)C3)cc(=O)c2cc1C (stereo not drawn),13%[76.3 µM]
Cc1ccc(S(=O)(=O)N2CCCCCC2)cc1C(=O)NCc1ccccn1,-4%
CCc1nnc(NC(=O)c2ccc(S(=O)(=O)N3CCCC(C)C3)cc2)s1 (stereo not drawn),-3%[76.3 µM]
Cc1nc(C)n(C(C)CNC(=O)c2cccc(Br)c2)n1 (stereo not drawn),-17%[15.3 µM]
Cc1ccc(CN(Cc2ccco2)C(=O)c2cccc(C)c2)cc1,0%[76.3 µM]

# 3 structures already listed, arranged by molar mass, low to high.
Compound,GAA glycogen
CC(C)OC(=O)c1ccc2nc3ccccc3nc2c1,-1%
CCCN1C(=O)c2ccccc2NC1c1ccc(Br)cc1 (stereo not drawn),-6%
CCOC(=O)N1CCC(NC(=O)CS(=O)(=O)Cc2nc(-c3cccc(Cl)c3)oc2C)CC1,0%[76.3 µM]

# More structures.
Compound,GAA glycogen
CCOc1ccc(CNC(=O)C2CCN(C(=O)c3sccc3-n3cccc3)CC2)cc1,13%[76.3 µM]
O=C(NCCn1cc(SCc2ccccc2F)c2ccccc21)c1cccs1,-4%[76.3 µM]
CCCCn1cc(S(=O)(=O)c2ccc(C)cc2)c(=O)c2cc(F)c(N3CCCCC3)cc21,-8%[76.3 µM]
COc1ccc(C(=O)c2ccc([N+](=O)[O-])cc2)cc1S(=O)(=O)N1CCC(C(=O)O)CC1,6%[76.3 µM]
CCC(=O)NCCc1nc2cc(NC(=O)c3ccco3)ccc2n1C,-1%
Cc1cc(C)c2c(CC(=O)N(Cc3ccc(N(C)C)cc3)Cc3ccco3)coc2c1,-1%[76.3 µM]
CC(C)c1ccc(NC(=O)CN2CCN(c3ccccn3)CC2)cc1,-3%
Cc1ccc(-c2nc(CS(=O)CC(=O)N3CCN(c4cccc(Cl)c4)CC3)c(C)o2)cc1 (stereo not drawn),-21%[76.3 µM]
C[C@]12C(=O)N(c3cccc(Cl)c3)C(=O)N1[C@H]1c3ccccc3OC[C@@H]1[C@H]2c1ccccc1,-5%[76.3 µM]
CCC(c1nnnn1C(C)(C)C)N1CCN(C(=O)c2ccco2)CC1 (stereo not drawn),0%[76.3 µM]
CCc1nnc(NC(=O)c2nc(SC)ncc2Cl)s1,-5%[76.3 µM]
NC1=NC(c2cccc(Cl)c2)N(CCc2ccc(F)cc2)C(N)=N1 (stereo not drawn),5%
CSCC(=O)NC1CCCc2c1cnn2-c1cc(F)cc(F)c1 (stereo not drawn),0%[76.3 µM]
CSc1ncc(C(=O)Nc2cccc(Cl)c2)c(C)n1,0%
COc1cc(/C=N/NC(=O)CC(=O)NC2CCCCC2)ccc1O,-1%
Cc1ccccc1C(=O)Nc1ccc(S(=O)(=O)N2CC(C)OC(C)C2)cc1 (stereo not drawn),-8%
COc1ccc(CNC(=O)C2CCN(S(=O)(=O)N3CC(C)CC(C)C3)CC2)cc1 (stereo not drawn),0%[76.3 µM]
Cc1nc2cc(NC(=O)c3ccc(Br)s3)ccc2s1,0%[76.3 µM]
Cc1nnc(NC(=O)CSc2nnc3c(n2)[nH]c2ccc(Br)cc23)s1,0%
CCOc1ccc(N(CC)S(=O)(=O)N2CCCC(C(=O)NCc3ccc(Cl)cc3)C2)cc1 (stereo not drawn),-6%[76.3 µM]
CC(C)[C@H](NC(=O)N1CC(=O)Nc2ccccc21)C(=O)Nc1nccs1,-9%[76.3 µM]
COc1cc(C)c(C)cc1S(=O)(=O)N1CCCc2ccccc21,-17%[76.3 µM]
O=C(COc1cc2oc(=O)cc(-c3ccccc3)c2cc1Cl)NCC1CCC(C(=O)O)CC1 (stereo not drawn),-7%[76.3 µM]
Clc1ccccc1/C=N/Nc1cc(N2CCOCC2)ncn1,1%[76.3 µM]
CC(C)NC(=O)N1CC(c2ccccc2)C(c2ccc(Cl)cc2)=N1 (stereo not drawn),-6%[76.3 µM]
CCc1ccc(-n2c(N3CCN(c4cccc(C)c4C)CC3)nc3ccccc3c2=O)cc1,13%[76.3 µM]
O=c1c2ccccc2oc2cc(OCc3ccc(F)cc3)cc(O)c12,3%
Cc1ccc(Cn2c(SCc3ccc(C(=O)NCCc4ccccc4)cc3)nc3ccncc32)cc1,11%[76.3 µM]
Cc1ccc(-c2nc(CS(=O)(=O)CC(=O)N3CCOCC3)c(C)o2)cc1,4%[76.3 µM]
CC(=O)Nc1ccc(NC(=O)C(C)OC(=O)CNS(=O)(=O)c2ccc(Br)cc2Cl)cc1 (stereo not drawn),-14%[76.3 µM]

# Looked up above.
# Value for Cc1nc2cc(NC(=O)c3ccc(Br)s3)ccc2s1 in GAA glycogen: 0%[76.3 µM]
# Value for CSc1ncc(C(=O)Nc2cccc(Cl)c2)c(C)n1 in GAA glycogen: 0%
# Value for COc1ccc(CNC(=O)C2CCN(S(=O)(=O)N3CC(C)CC(C)C3)CC2)cc1 (stereo not drawn) in GAA glycogen: 0%[76.3 µM]
# Value for CCc1nnc(NC(=O)c2nc(SC)ncc2Cl)s1 in GAA glycogen: -5%[76.3 µM]

# (more compounds)
Compound,GAA glycogen
Cc1ccc(C2SCC(=O)N2Cc2ccccc2)cc1 (stereo not drawn),-5%
CCCOc1ccc(CNC(=O)C(CC)n2nc(C)c3sc4ccccc4c3c2=O)cc1 (stereo not drawn),-4%[76.3 µM]
CC1CCCN(C(=O)c2cc3ccccc3cc2O)C1 (stereo not drawn),7%[76.3 µM]
Cc1ccc(Cl)cc1N(C)C(=O)Cn1nc(Cc2cccnc2)c2ccccc2c1=O,11%[76.3 µM]
O=S(=O)(NCCc1ccccc1)c1cnc(Cl)c(Br)c1,-2%[76.3 µM]
COc1cccc(NC(=O)COc2cc(O)c3c(c2)OC(C)(C)CC3=O)c1,-4%[76.3 µM]
COc1ccccc1C(=O)Nc1nnc(S(=O)(=O)N2CCC(C)CC2)s1,1%[76.3 µM]
COc1ccc(OC)c(-c2cc(C(=O)Nc3cnn(Cc4ccc(Cl)cc4Cl)c3)no2)c1,11%[76.3 µM]
O=C(CSc1ncnc2c1cnn2-c1ccc(F)cc1)NCC1CCCO1 (stereo not drawn),-2%[76.3 µM]
COc1cc(OC)cc(C(=O)NCC2CCCN(Cc3cccc(C(C)=O)c3)C2)c1 (stereo not drawn),-10%[76.3 µM]
COc1ccc(NC(=O)Cn2c3ccccc3c3nc4n(c(=O)c32)CCS4)cc1OC,-19%[76.3 µM]
Cc1ccc2c(c1)-c1onc(C(=O)N(C)c3cccc(C(F)(F)F)c3)c1CO2,-7%[76.3 µM]
COc1ccccc1N1CCN(C(=O)CCS(=O)(=O)c2cc(Br)cc3c2N(C(=O)C2CC2)CC3)CC1,13%[76.3 µM]
CC(NS(=O)(=O)c1ccc2c(c1)C(C)(C)C(=O)N2C)c1ccccc1 (stereo not drawn),12%[76.3 µM]
Cc1cc2[nH]c(=O)cc(-c3ccccc3)n2n1,2%[76.3 µM]
Cc1cc(Nc2cccc(Cl)c2)nc2ccc(NC(=O)Cc3cccc(C(F)(F)F)c3)cc12,0%[76.3 µM]
Cc1ccc(NC(=O)c2sc(-n3nc(C)c(Cc4ccc(Cl)cc4)c3C)nc2C)cc1,4%[76.3 µM]
CCOC(=O)C1CCN(C(=O)c2ccc(C)c(S(=O)(=O)N3CCCC3)c2)CC1,3%[76.3 µM]
COc1cccc(/C=C/c2nc(C#N)c(N3CCN(C)CC3)o2)c1,-4%[76.3 µM]
COC(=O)C(C)Sc1nnc2cc(C)c3cc(C)cc(C)c3n12 (stereo not drawn),-6%[76.3 µM]
COc1ccc(NC(=O)CCn2ccnc2)c(OC)c1,8%
CCN(C(=O)c1cc2c(=O)n3cccc(C)c3nc2n1CCCOC)C1CCCCC1,-3%[76.3 µM]
O=C(Nc1ccc2c(c1)OCO2)c1ccc(Cl)c(S(=O)(=O)N2CCOCC2)c1,-5%[76.3 µM]
CC1(C)Cc2ccccc2C(C(=O)c2ccccc2)=N1,1%
CS(=O)(=O)N(CC(=O)N1CCc2ccccc2C1)Cc1ccc(F)cc1,-1%[76.3 µM]
Fc1ccc(N2CCN(c3ncnc4onc(-c5ccc(Cl)cc5)c34)CC2)cc1,-1%[76.3 µM]
OCC[C@@H]1C[C@H](O)[C@@H](O)[C@]2(OCc3ccccc32)O1,12%[76.3 µM]
CCCn1c(=O)c(C(=O)Nc2cc(C)ccn2)c(O)c2ccccc21,12%[76.3 µM]
CCCc1cc(C(=O)Nc2cccc3ccccc23)n(C)n1,1%
O=C(CN1C(=O)S/C(=C\c2ccccc2F)C1=O)NC1CCS(=O)(=O)C1 (stereo not drawn),3%[76.3 µM]

# The last 6 records of the section before are carried over, then new ones follow.
Compound,GAA glycogen
CS(=O)(=O)N(CC(=O)N1CCc2ccccc2C1)Cc1ccc(F)cc1,-1%[76.3 µM]
Fc1ccc(N2CCN(c3ncnc4onc(-c5ccc(Cl)cc5)c34)CC2)cc1,-1%[76.3 µM]
OCC[C@@H]1C[C@H](O)[C@@H](O)[C@]2(OCc3ccccc32)O1,12%[76.3 µM]
CCCn1c(=O)c(C(=O)Nc2cc(C)ccn2)c(O)c2ccccc21,12%[76.3 µM]
CCCc1cc(C(=O)Nc2cccc3ccccc23)n(C)n1,1%
O=C(CN1C(=O)S/C(=C\c2ccccc2F)C1=O)NC1CCS(=O)(=O)C1 (stereo not drawn),3%[76.3 µM]
Cc1ccc(S(=O)(=O)N2CCC(C(=O)NCCCn3ccnc3)CC2)cc1,-11%[76.3 µM]
Cn1ncc([N+](=O)[O-])c1C(=O)Nc1ccccc1Cl,2%[76.3 µM]
COc1cc(/C=C(\C#N)c2nc3ccccc3n2C)cc(OC)c1OC,2%[76.3 µM]
COc1ccc(N2CCN(C(=O)C3CCN(C(=O)c4ccc([N+](=O)[O-])cc4)CC3)CC2)cc1,-1%[76.3 µM]
CC(NC(=O)c1ccc2c(c1)CCN2S(=O)(=O)c1ccccc1)c1ccccc1 (stereo not drawn),8%[76.3 µM]
COc1ccc(/C=C(\C#N)c2nc(-c3cc4c(ccc5ccccc54)oc3=O)cs2)cc1O,3%[76.3 µM]
O=C1CCCN1CCC(=O)N1CCCC(Nc2ccc(F)c(F)c2)C1 (stereo not drawn),-1%[76.3 µM]
CCOc1ccc(NC(=O)CN(C)S(=O)(=O)c2cccc3cccnc23)cc1,-4%[76.3 µM]
CCCn1c(=N)c(C(=O)NCc2cccnc2)cc2c(=O)n3cc(C)ccc3nc21,8%[76.3 µM]
CCOc1ccccc1NC(=O)c1ccc2c(c1)CCN2S(C)(=O)=O,19%[76.3 µM]
Cc1ccc(NC(=O)c2c(NC(=O)c3ccc(F)cc3)sc3c2CCCC3)cc1C,-14%[76.3 µM]
Cc1ccc(S(=O)(=O)NCC(=O)NCC(=O)N2CCC(C)CC2)cc1,0%[76.3 µM]
CC(=O)N1N=C(c2ccccc2)CC1c1ccc2c(c1)OCO2 (stereo not drawn),-11%[76.3 µM]

# Screening data as filed in PubChem BioAssay.
